High-throughput results as filed in PubChem BioAssay.
NCOA1 inh – SRC1 coactivator transcriptional activity inhibitors, primary screen, cell-based, luminescence | 360,000 tested, 0.12% active | HEK293 GAL4-SRC1 luciferase reporter | inhibition, % at 3.6 µM;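 active means inhibition above the campaign mean plus 3 SD, with each screening campaign given its own cutoff, cut at about 60% in these data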;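 further: 0% = DMSO treated cells and 100% = gossypol at 36 µM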
TWEAK Fn14 block – inhibitors of TWEAK-Fn14 signaling, primary screen, luciferase reporter cells, uHTS; inhibition, % at 10 µM; 360,000 tested, 2% active; TWEAK-stimulated Fn14 reporter cells, luciferase luminescence, 8 h; AID 1159606, 2016; in the data active means inhibition above about 50%
TROY NFkB inh – inhibitors of TROY-driven NF-kB signaling, primary screen, Q293 LMP1-TROYcd cells, NF-kB luciferase, uHTS. Q293 LMP1-TROYcd NF-kB luciferase reporter, 4 h. inhibition, % at 10 µM. 360,000 tested, 0.98% active;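 active means compounds whose plate-normalised and pattern-corrected inhibition of the luciferase reporter signal at the single screening dose is 50% or more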
LRH-1 inv ag – LRH-1 (NR5A2) inverse agonists, primary screen, cell-based, luminescence, HEK293T, StAR-luciferase reporter | Nuclear receptor subfamily 5 group A member 2 (Homo sapiens), O00482 | LRH-1 transfected, 24 h | inhibition, % at 3.6 µM | 360,000 tested, 0.13% active;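 active means inhibition above the mean inhibition of all tested compounds plus 3 SD, cut at about 73% in these data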;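 further: 0% = DMSO wells and 100% = reporter-only cells lacking LRH-1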
NOD2 RIPK2 PPI – NOD2-RIPK2 binding disruptors in cells, primary screen, fluorescence, CHO cells, BLA complementation; 360,000 tested, 0.38% active; CCF4 ratio; Receptor-interacting serine/threonine-protein kinase 2 (Homo sapiens), O43353; inhibition, % at 4.98 µM; AID 624267, 2012; in the data active means inhibition above about 21%;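 further: 0% = vehicle only and 100% = reference blocker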
SRC2 inh – inhibition of GAL4-SRC2 driven luciferase reporter, primary screen, SRC2 inhibitor project, cell-based, luminescence; Nuclear receptor coactivator 2 (Homo sapiens), Q15596; HEK293 GAL4-SRC2 luciferase reporter; inhibition, % at 9 µM; 370,000 tested, 0.17% active;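 active means inhibition above the mean inhibition of all tested compounds plus 3 SD, set per campaign, cut at about 52% in these data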;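 further: 0% = DMSO treated cells and 100% = cells given Gossypol at 36 µM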
TRAIL sens C8 – viability loss with TRAIL in NB7+C8 cells, primary screen, TRAIL sensitizer project, cell-based, ATPlite luminescence | inhibition (viability loss, TRAIL sensitization), % at 10 µM | 360,000 tested, 1% active;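 active means compounds causing at least 50% loss of cell viability in the single-dose screen, relative to plate controls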
EBV LMP1 NFkB – EBV LMP1-driven NF-kappaB luciferase reporter inhibitors, primary screen, cell-based, luminescence, single point; LMP1-induced NF-kappaB luciferase reporter cells; inhibition, % at 12.5 µM; 350,000 tested, 0.69% active; AID 504558, 2011; in the data active means inhibition above about 41%;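 further: 0% = neutral control wells and 100% = reference inhibitor control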
NCOA3 inh – SRC3 coactivator transcriptional activity inhibitors, primary screen, cell-based, luminescence | HEK293 GAL4-SRC3 luciferase reporter | inhibition, % at 3.6 µM | 360,000 tested, 0.17% active | AID 588352, 2011;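 active means inhibition above a per-campaign cutoff, the mean of all compounds plus 3 SD, cut at about 60% in these data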;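 further: 0% = DMSO-treated cells and 100% = gossypol-treated cells at 36 µM; higher means less SRC3-driven luciferase light from the GAL4 reporter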
TLR9-MyD88 inh – inhibitors of TLR9-MyD88 association in cells, primary screen, cell-based, CHO, BLA complementation, fluorescence. CCF4 FRET ratio. 340,000 tested, 0.21% active. Toll-like receptor 9 (Homo sapiens) + Myeloid differentiation primary response protein …. inhibition, % at 4.98 µM;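 active means inhibition above the mean over all tested compounds plus 3 SD, cut at about 21% in these data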;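 further: 0% = DMSO only wells and 100% = clavulanate BLA inhibitor control wells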
NR2F2 inh – NR2F2 transcriptional activity inhibitors, primary screen, cell-based, luciferase reporter, HEK293T, luminescence | HEK293T NGFI-A luciferase reporter | inhibition, % at 8.6 µM | 370,000 tested, 0.7% active | AID 686940, 2013;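 active means inhibition above a per-plate cutoff, mean inhibition of test wells between control levels plus 3 SD, cut at about 38% in these data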;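 further: cells cotransfected with COUP-TFII expression vector driving the NGFI-A reporter; 0% = median of COUP-TF2 test wells and 100% = reporter-only cells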
The depositor's hits bear a star; nt = no result given.

SMILES | NCOA1 inh | TWEAK Fn14 block | TROY NFkB inh | LRH-1 inv ag | NOD2 RIPK2 PPI | SRC2 inh | TRAIL sens C8 | EBV LMP1 NFkB | NCOA3 inh | TLR9-MyD88 inh | NR2F2 inh
C[C@]12CCC3C(C(=O)C[C@H]4C[C@@H](O)CC[C@]34C)C1CCC2=O (stereo not given in full) | -6 | 4 | -7 | -15 | 4 | -4 | -11 | 1 | 4 | 0 | 6
N#CCCn1cc(C(=O)Nc2ccccc2Br)c(-c2ccc([N+](=O)[O-])cc2)n1 | 1 | 13 | 12 | 42 | -3 | 14 | -9 | 2 | 16 | -4 | -12
Cc1c(Cl)cccc1N1C(=O)NC(=O)/C(=C\c2cc(C)n(-c3cccc(C(=O)O)c3C)c2C)C1=O | 9 | 7 | -15 | 17 | 15 | -5 | -9 | 1 | 4 | -7 | -7
COc1ccc(CNCCc2ccc3c(c2)OCO3)cc1Br | 4 | -12 | -18 | -1 | -14 | -13 | -7 | 5 | -7 | 4 | 17
O=P(O)(O)Cc1c(Cl)cccc1Cl | 10 | 9 | -15 | -9 | -8 | -15 | -8 | 1 | 6 | 2 | 5
CCOC(=O)C1(CCc2ccccc2)CCN(Cc2ccc(NC(C)=O)cc2)CC1 | -2 | 10 | 6 | 4 | -8 | 8 | -6 | -12 | 8 | 1 | 9
CC(=O)C1CCC2C3C(N4CC4)CC4=CC(=O)CCC4(C)C3CCC12C (stereo not given) | -16 | -6 | 6 | -9 | 1 | 5 | -3 | 1 | -6 | -5 | 5
COC(=O)N(c1ccccc1)P1(=S)OCCO1 | -7 | -3 | -2 | -5 | -14 | -20 | -10 | -11 | 11 | -10 | 5
Nc1ccccc1Cl | -3 | 9 | 4 | 18 | -2 | -5 | -6 | 3 | 16 | -7 | 8
CCOC(=O)[C@]12Cc3c(cc(OC)c(OC)c3OC)[C@H]1N(C(C)C)C(=O)c1cc(OC)ccc12 | nt | 4 | 16 | 6 | 10 | -17 | 46 | nt | nt | nt | 5
CC(C)C1(C)N=C(c2ncccc2C(=O)O)NC1=O (stereo not given) | -6 | 22 | -13 | 23 | 3 | 6 | -8 | -1 | -14 | 5 | 3
COc1ccc(-n2nnnc2C(CCSC)N2CCC(n3c(=O)[nH]c4ccccc43)CC2)cc1 (stereo not given) | 29 | 17 | 34 | 20 | 10 | -6 | -3 | nt | 20 | nt | 12
CC(=O)N1CC(=O)Nc2ccc(Br)cc2C1c1ccc(F)cc1 (stereo not given) | 3 | 18 | -7 | 8 | -5 | 2 | 12 | -11 | -21 | 1 | -11
COC(=O)C1=C(c2cccc(C#N)c2)C[C@@H]2CC[C@H]1N2C(=O)NCc1cccc2ccccc12 | -7 | -1 | -1 | -21 | -3 | -9 | 5 | 10 | 10 | 21 | -10
COC(=O)CC(=O)c1ccc2c(c1)OCO2 | -15 | -9 | -9 | -22 | -4 | -11 | 7 | 5 | -2 | -8 | -5
CCOC(C(=O)OCCCN(CC)CC)(c1ccccc1)c1ccccc1 | -80 | -10 | 1 | -23 | 1 | 0 | 16 | -10 | 17 | 0 | 10
COC(=O)C1=C(c2ccc(F)cc2F)C[C@@H]2CC[C@H]1N2C(=O)N1CCC(O)CC1 | 4 | 17 | -19 | -10 | -30 | -9 | -20 | -3 | -2 | -2 | -3
CN(c1ccc(OCC(=O)N2CCN(C/C=C/c3ccccc3)CC2)cc1)S(=O)(=O)c1cccs1 | 7 | 19 | 30 | 10 | 3 | -6 | 28 | -7 | 21 | -14 | 38*
O=C1NC(=S)SC1=Cc1ccc(N(CCCl)CCCl)cc1 | -1 | 26 | 41 | -7 | -7 | 1 | -12 | -12 | -9 | -11 | -16
CCOC(=O)[C@]12Cc3ccccc3[C@H]1N(C1CCCCC1)C(=O)c1cc(OC)ccc12 | nt | 42 | 37 | 48 | 43* | 11 | 79* | nt | nt | nt | 3
CC[C@H]1CN2CCC1C[C@@H]2[C@@H](O)c1ccnc2ccc(OC)cc12 (stereo not given in full) | -6 | 8 | 3 | -1 | -10 | -11 | 3 | -2 | 4 | 9 | -10
CN1CCN(c2ccccc2N)CC1 | 0 | 6 | -13 | 15 | -9 | -11 | -11 | -3 | -7 | -5 | -15
CC(=O)O[C@H]1[C@H]2O[C@]23[C@@H]2CC[C@]4(O)C[C@@H](O)CC[C@]4(C)C2CC[C@]3(C)[C@H]1c1ccc(=O)oc1 (stereo not given in full) | 86* | 83* | 56* | 100* | -12 | nt | 64* | 49* | 89* | 2 | nt
CCOC(=O)[C@]12Cc3cc4c(cc3[C@H]1N(Cc1ccccc1)C(=O)c1ccccc12)OCO4 | 12 | 14 | 5 | 36 | -4 | -3 | 4 | 1 | 26 | -3 | 13
Cc1c(N)c(C)c([N+](=O)[O-])c(C)c1[N+](=O)[O-] | 26 | 15 | 8 | 2 | 2 | 17 | 2 | -1 | 27 | 13 | 15
New compounds follow
SMILES | NCOA1 inh | TWEAK Fn14 block | TROY NFkB inh | LRH-1 inv ag | NOD2 RIPK2 PPI | SRC2 inh | TRAIL sens C8 | EBV LMP1 NFkB | NCOA3 inh | TLR9-MyD88 inh | NR2F2 inh
COc1ccc(OC)c(-n2c(O)c(C=NCc3ccc4c(c3)OCO4)c(=O)[nH]c2=O)c1 | 8 | -10 | -1 | -5 | -10 | -13 | 3 | -29 | 12 | -6 | -1
CC(C)CN1CCN(Cc2ccc(F)cc2Cl)CC1CCO (stereo not given) | -1 | 13 | -8 | 11 | 2 | 11 | 2 | 0 | 12 | -1 | 5
O=C1NC(=O)N(CCC2=CCCCC2)C(=O)/C1=C/c1cccs1 | -15 | -18 | -15 | -12 | -5 | 2 | 0 | nt | -2 | nt | -24
O=[N+]([O-])c1ccc(NCCCN2CCOCC2)c2ncccc12 | -21 | -10 | -13 | 14 | 0 | 10 | -4 | -3 | 12 | -3 | 15
COCCNC(=O)c1c(N)n(Cc2ccco2)c2nc3ccccc3nc12 | 0 | 23 | 13 | 24 | 3 | -14 | 7 | -1 | 25 | -2 | 9
Cc1cc(NC(=O)C(Cl)(Cl)Cl)no1 | 6 | -4 | 12 | -10 | -6 | -5 | -8 | 0 | 23 | 1 | -7
CCC12CN3CCN(CC(C3)/C1=N/NC(N)=O)C2 | 2 | -13 | -2 | 10 | -18 | -7 | -5 | 4 | 15 | 8 | -6
COC(=O)C1C2c3ccccc3OC1(C)N=c1s/c(=C/c3cn(C)nc3C)c(=O)n12 (stereo not given) | -6 | -13 | nt | 16 | -8 | -23 | 3 | 3 | 0 | 0 | -6
C=CCn1c(=O)c(C=Nc2c(OC)cccc2[N+](=O)[O-])c(O)n(CCCC)c1=O | -8 | -6 | 11 | -24 | 4 | -8 | -7 | -3 | -6 | -3 | -7
CC(C)OP(=O)(OC(C)C)C(NCc1ccccc1)c1ccccc1 (stereo not given) | 3 | 5 | 20 | 25 | 6 | -29 | 2 | 2 | 7 | -2 | -7
CCN1CCN(C(=O)COc2ccc(S(=O)(=O)NC(C)C)cc2)CC1 | -19 | -15 | 3 | 5 | -1 | -14 | 1 | -1 | 2 | -8 | -4
O=C(Cc1ccccc1)N1CCN(Cc2cccnc2)CC1 | -49 | -6 | 19 | 3 | -8 | 3 | -9 | 5 | 17 | 12 | -7
CCOP(=S)(OCC)SCSP(=S)(OCC)OCC | 7 | 14 | -21 | 2 | -19 | -7 | 5 | 0 | -5 | -15 | 9
C=CCN1CCC2(C)c3cc(O)ccc3CC1C2C (stereo not given) | 3 | 6 | 3 | -14 | 15 | 9 | -10 | 1 | -14 | 0 | 20
COC(=O)C1=C(c2ccccc2)C[C@@H]2CC[C@H]1N2C(=O)NCc1ccc(C(F)(F)F)cc1 | 15 | 6 | -16 | -11 | -7 | -18 | -4 | 9 | 19 | 2 | -2
COC(=O)C1=COC(C)C2CN3CCC4(C(=O)Nc5ccccc54)C3CC12 (stereo not given) | 0 | -2 | -1 | 2 | 5 | 0 | -9 | -1 | 11 | -14 | 14
CCn1c(O)c(/C=N/NC(=O)c2ccccc2)c(=O)n(CC)c1=S | -28 | 9 | -37 | -46 | -5 | -42 | 3 | nt | -38 | nt | -6
N#CCCn1cc(C(=O)Nc2ccccc2Br)c(-c2ccc3c(c2)OCCO3)n1 | -16 | -14 | -3 | -5 | 3 | 2 | 0 | -5 | 14 | 12 | -12
Cc1ccc(N(C)C(=O)Oc2ccc(C(=O)c3ccc(Cl)cc3)cc2)cc1 | -7 | 68* | nt | 3 | 4 | 10 | -6 | 7 | 13 | -8 | 0
Clc1cccc(N2CCNCC2)c1 | 12 | -5 | 3 | -6 | -14 | -25 | 13 | 2 | 15 | -11 | -4
O=C(Nc1ccccc1F)OC1CN2CCC1CC2 (stereo not given) | -8 | -7 | 15 | -9 | -6 | -4 | -13 | -12 | -1 | -21 | -5
CCOC(=O)CNC(=O)N1Cc2ccccc2-n2nncc2C1 | -24 | 6 | -11 | -1 | -1 | 7 | -9 | 1 | 3 | 0 | 2
O=C(CN1CC=C(c2ccccc2)CC1)Nc1c(Cl)cccc1Cl | -11 | 32 | 16 | -2 | 3 | 15 | -1 | 0 | 18 | -4 | -7
CC(=O)N1N=C2C3CCN(CC3)C2C1c1ccc(Br)cc1 (stereo not given) | -18 | 12 | 1 | 5 | -10 | 12 | 3 | -9 | -1 | -7 | 12
O=[N+]([O-])c1ccc2c(c1)C(c1ccccc1)=NCCN2 | 0 | -22 | 14 | 0 | -12 | -21 | -6 | 5 | 32 | 8 | 5
CC(CCN1CC1)=NNC(=O)Nc1cccc2ccccc12 | -1 | 58* | 37 | 3 | 0 | -23 | 2 | 2 | -13 | -8 | 4
O=C1NC(=S)NC(=O)C1Cc1ccccc1O | 5 | 3 | -3 | -2 | 8 | -9 | -10 | -2 | -3 | -1 | -6
NC(Cc1ccc(F)cc1)c1csc(Nc2ccccn2)n1 (stereo not given) | 12 | -39 | -26 | 7 | 0 | -11 | -6 | nt | -42 | nt | -2
CCOC(=O)C1CCN(/C=C2/C(=O)NC(=O)N(c3cccc(C)c3C)C2=O)CC1 | 2 | -21 | 6 | 8 | -2 | -5 | 1 | 3 | 7 | 3 | -7
COP(=S)(OC)Oc1ccc(SC)c(C)c1 | -14 | 0 | 6 | 9 | 4 | -5 | 6 | 2 | -3 | -3 | 0

Individual results from the list.
SRC2 inh, `Cc1cc(NC(=O)C(Cl)(Cl)Cl)no1` stands at -5
NR2F2 inh, `CC(=O)N1N=C2C3CCN(CC3)C2C1c1ccc(Br)cc1` (stereo not given) stands at 12
LRH-1 inv ag, `CCOC(=O)[C@]12Cc3c(cc(OC)c(OC)c3OC)[C@H]1N(C(C)C)C(=O)c1cc(OC)ccc12` stands at 6

These rows are one share of the data; count on the stated rates, not on these rows.
